# RT RNaseH block – inhibitors of HIV-1 reverse transcriptase RNase H; P04585; RT-RNase H RNA/DNA duplex cleavage, fluorescence; inhibition, % at 10 µM; 65,000 tested, 1.9% active; in the data active means inhibition above about 50%
# RmlC RmlD mix – RmlC/RmlD inhibition, mixture screen; RmlC/RmlD coupled enzyme inhibition, 384-well mixture HTS; inhibition, % at 5.5 µM; 110,000 tested, 0.39% active; AID 1532; in the data active means inhibition above about 30%, passing the limit was not always enough; inconclusive means no clear call, values can overlap the other calls; further: strong numbers were not always called active
# * = called active by the depositor; ? = inconclusive; . = no result given. An excerpt (hit frequency here may not be typical).
SMILES,RT RNaseH block,RmlC RmlD mix
Cc1ccc(NC(=S)NCC2CCCO2)cc1 (stereo not given),.,-13
CCC(c1nnnn1CCc1ccccc1)N1CCN(C(=O)c2ccco2)CC1 (stereo not given),-2,2
CN(C)CCNC(=O)c1onc(CSc2ccncc2)c1C(=O)NCCN(C)C,.,1
O=C(Nc1ccccc1C(F)(F)F)NC1CCCCCCC1,.,-8
CCN(CC)C(=O)c1cc2sc3ccccc3c2s1,-32,6
O=C(Nc1cccc(C(F)(F)F)c1)c1cccnc1,-12,-6
COc1ccc(O)c(C2NC(CC(C)C)(C(=O)O)C3C(=O)N(Cc4ccccc4)C(=O)C23)c1 (stereo not given),-4,?
COc1ccc(COC[C@H](C)[C@H](O)[C@@H](C)[C@H]2OC(=O)[C@@H]2C)cc1,.,5
Cc1ccc(NC(=O)C2C3C=CC4(CN(Cc5cccnc5)C(=O)C24)O3)cc1F (stereo not given),1,-8
CCCc1cc2c(cc1NC(=O)c1ccccc1Cl)OCO2,.,4
CNc1nnc(CSc2nc3ccccc3s2)s1,-25,-18
CC1CCc2c(sc3ncnc(N4CCOCC4)c23)C1 (stereo not given),-48,9
CCCNC(=O)CN(C1CCCCC1)S(C)(=O)=O,-4,6
COc1cccc(CSc2nnc(C(F)(F)F)n2Cc2ccc(F)cc2)c1,.,7
Clc1ccc2ncc(-c3nnnn3-c3ccccc3)c(-c3ccccc3)c2c1,.,-8
CC(C)[C@@]1(NC(=O)[C@@H]2C[C@@H]3c4cccc5[nH]cc(c45)C[C@H]3N(C)C2)O[C@@]2(O)[C@@H]3CCCN3C(=O)[C@H](Cc3ccccc3)N2C1=O,-29,-19
COc1ccc(C2Nc3ccccc3C(=O)N2Cc2ccco2)cc1COc1ccc(F)cc1 (stereo not given),.,-20
Cc1nc2cc3ccccc3cc2c(=O)[nH]1,.,11
COc1ccccc1NC(=O)CSc1nnc(C2CCCCC2)o1,-20,-10
CC(C)C(CC(=O)NCc1ccco1)c1ccco1 (stereo not given),.,2
COc1ccc(-c2noc(CSc3nc4sc(C)c(C)c4c(=O)n3-c3ccccc3)n2)cc1OC,.,-3
CC1(CCc2ccc3c(c2)OCO3)NC(=O)c2ccccc2N1 (stereo not given),3,-1
COCCn1c(C)cc(C(=O)COC(=O)CCc2ccc(S(=O)(=O)N3CCOCC3)cc2)c1C,-7,-6
O=C(CCc1ccccc1)Nc1cccc(-c2nnc(-c3ccco3)o2)c1,6,13
COC(=O)c1scc(C)c1NC(=O)Cc1ccccc1,.,-4
CC(=O)COC(=O)c1cccc(N2C(=O)C3C4C=CC(C4)C3C2=O)c1 (stereo not given),-8,-7
Cc1cccc(Cc2cnc(NC(=O)c3ccc(C)o3)s2)c1,.,-8
Cc1cc2nc(NC3=NCN(Cc4ccc5c(c4)OCO5)CN3)nc(C)c2cc1C,10,.
O=C(NCC1CCCO1)c1sc(=S)n2c1[nH]c(=O)c1ccc(C(=O)N3CCCCC3)cc12 (stereo not given),-1,9
Cc1cc(=O)oc2cc(OCc3nnc(-c4ccccc4Br)o3)ccc12,-25,8
O=C(NC1=NCCS1)[C@H](Cc1ccccc1)N1C(=O)c2ccccc2C1=O,.,1
CC(C)OC(=O)NCCOC(=O)Nc1cccc(Cl)c1,-15,-7
O=C(CSc1n[nH]c(-c2ccccc2)n1)Nc1ncc(Br)cc1Br,.,3
COC1(c2cc(-c3ccccc3)nc(N)n2)CCCCC1,-5,-10
CCCCC(CC)C(=O)Nc1ccccc1C(=O)NC(C)C (stereo not given),0,14
O=C(NC1CC1)C1=COCCO1,.,2
C=CCc1cccc2cc(C(=O)N3CCN(C(=O)OCC)CC3)c(=O)oc12,0,9
c1ccc(CNC2=NCCCC2)cc1,-13,?
O=c1ccc2c(o1)/C(=C/C=C(Cl)Cl)CCC2,-42,-3
O=c1[nH]c(=O)n(Cc2ccccc2)c(O)c1C=NCCCn1ccnc1,-12,7

# An excerpt of these results, with tabs:
structure	RT RNaseH block	RmlC RmlD mix
c1ccc(CNC2=NCCCC2)cc1	-13	?
COCCn1c(C)cc(C(=O)COC(=O)CCc2ccc(S(=O)(=O)N3CCOCC3)cc2)c1C	-7	-6

# Later entries.
SMILES,RT RNaseH block,RmlC RmlD mix
COc1cc(/C=C/C(=O)c2ccccc2O)cc(OC)c1OC,.,-6
O=C(CCC(=O)OCc1ccc(Cl)cc1)Nc1cccc([N+](=O)[O-])c1,.,?
Cc1nc(SCC(=O)c2ccc(F)cc2)c([N+](=O)[O-])[nH]1,.,-92
CC1=C(C(=O)NCc2ccc3c(c2)OCO3)C2(CCC(C)CC2)OC1=O (stereo not given),0,-10
CCCCC1CC(C)(C(=O)CSc2nc3ccccc3s2)OC1=O (stereo not given),.,4
CN(C)CCN=Cc1c(O)n(CCC2=CCCCC2)c(=O)[nH]c1=O,-8,-13
COc1ccc(C(=O)N2CCCC(c3nc(-c4cccs4)no3)C2)cc1 (stereo not given),-7,10
COc1ccc(NC(=O)c2cnc3ccccn3c2=O)cc1OC,-10,.
COc1ccccc1NC=C1C(=O)OC(C)(C)OC1=O,-35,8
CCOC(=O)C(C)Sc1ncc(OC)c(Sc2ccc(Cl)cc2)n1 (stereo not given),.,6
O=C(Nc1cccc(-c2csc(Nc3cccc(C(F)(F)F)c3)n2)c1)c1ccccc1,.,4
O=C(C1CCN(S(=O)(=O)c2cccs2)CC1)N1CCN(c2ccccc2)CC1,.,10
COC(=O)c1c(NC(=O)c2cccs2)sc2c1CCCC2,-22,-7
O=C(Nc1nncs1)c1c(F)c(F)c(F)c(F)c1F,6,0
O=C(C1=C(O)C(=O)N(CCN2CCOCC2)C1c1ccccn1)c1cccs1 (stereo not given),-3,10
CC(C)(C)c1nc(NCC2CCCO2)c2nnn(Cc3ccccc3)c2n1 (stereo not given),-69,34
CC(=O)c1cccc(Nc2nc(-c3cccc([N+](=O)[O-])c3)cs2)c1,.,10
CCCN(CCC)S(=O)(=O)c1ccc(NS(=O)(=O)c2ccc(F)cc2)cc1,.,-3
O=C(NCCCO)c1ccc2[nH]c3c(c2c1)CCCC3,.,-17
Cn1ccnc1-c1nnn(-c2ccc(Cl)c(Cl)c2)n1,.,-11
CC(C)c1cc(NC(=O)CSc2nnc(-c3ccccc3F)n2C)on1,2,-9
Cc1nc2ccc(S(=O)(=O)NC(C(=O)NC3CCCC3)C(C)C)cc2s1 (stereo not given),-17,5
CC(C)Oc1ccc(C(=O)CCN2CCCCC2)cc1,-2,4
Cc1ccccc1P(=O)(CO)c1ccccc1C,-9,-2
Cc1ccc(-c2nn(C)c(=O)c3ccccc23)cc1CNS(C)(=O)=O,-14,10
CCN(CC)S(=O)(=O)c1cccc(-c2nnc(SCC(=O)c3cc(C)n(C4CC4)c3C)o2)c1,4,10
Cc1ccc(N2CC(C(=O)Nc3ccncc3)CC2=O)cc1 (stereo not given),-4,-14
COCCn1nnnc1C(CC(C)C)N1CCN(C(=O)c2ccco2)CC1 (stereo not given),8,8
O=C(CCn1c(=O)sc2ccccc21)Nc1nccs1,-20,3
COC(=O)CSC1=C(C#N)C(c2ccccc2F)CC(=O)N1 (stereo not given),-6,6
Cc1ccc(-n2c(O)c(C=NCCN3CCOCC3)c(=O)[nH]c2=O)cc1,4,.
Cc1ccccc1C(=O)N1CCN(c2ncnc3c2cnn3-c2ccccc2)CC1,.,-5
CC(C)C[C@@H](CSc1ccc(Br)cc1)N1CCN(C)CCC1=O,.,6
COC(=O)c1ccccc1NC(=S)NC(=O)COc1ccc(C)cc1,.,3
O=c1[nH][nH]c(C(F)(F)F)c1C=NCc1cccc(Cl)c1,.,25
CCOC(=O)c1sc(N2C(=O)C(O)=C(C(=O)c3ccco3)C2c2ccccc2)nc1C (stereo not given),10,.
COc1cccc(CN2CCCCC2c2cccnc2)c1 (stereo not given),-12,-7
FC(F)(F)c1cc(-c2ccccc2)nc(N2CCCCCC2)n1,-16,-6
CCOC(=O)c1cc(OC(=O)c2ccccc2)n(-c2ccccc2)n1,.,-32
O=C(Nc1ccc(N2CCN(C(=O)c3ccco3)CC2)cc1)c1ccc(F)cc1,-4,-7
Cn1nc(C(F)(F)F)c(/C=N/OC(=O)c2ccccc2)c1SCc1ccc(Cl)cc1,.,1
C(=N/n1c2ccccc2c2ccccc21)/c1ccco1,-14,-23
OCCNc1nc(Nc2ccccc2OC(F)(F)F)nc(N2CCCC2)n1,.,-8
O=C1CCCc2nc(N3CCN(Cc4ccccc4)CC3)ncc21,-2,-9
CCC(C)C12CN3CCN(CC(C)(C3)C1=O)C2 (stereo not given),.,-10
O=C(O)c1cccc(N2C(=O)C3CC=C(Cl)CC3C2=O)c1 (stereo not given),3,-7
Cc1csc(NC(=O)CSc2nnc(-c3ccncc3)o2)n1,-6,28
CP(C)(=O)CCC(=O)O,1,-11
Cc1ccccc1C(=O)O/N=C/c1c(N2CCOCC2)n(C)c2ccccc12,.,-9
CC(C)(C)c1cnnn1-c1ccc(C=O)cc1,.,-2
Cc1csc(SCC(=O)Nc2ccccn2)n1,-23,21
COc1ccc(-n2nnc3c(=O)n(CC(=O)N4CCC(C)CC4)cnc32)cc1,-6,0
c1ccc(N2CCN(c3nnnn3-c3ccccc3)CC2)cc1,-20,-6
CCOC(=O)N1CCC(NC(=O)C2CCC(Cn3c(=O)[nH]c4ccccc4c3=O)CC2)CC1 (stereo not given),4,.
C=C(C)C(=O)O[C@H]1C/C(C)=C\C(=O)/C=C(\C)[C@H](O)[C@@H]2OC(=O)C(=C)[C@@H]21,.,13
Cc1ccc(CCNC(=O)C2CCCN(S(=O)(=O)c3cnc[nH]3)C2)cc1 (stereo not given),-7,-12
Cc1cccc2c1CC(C)(C)N=C2C1=C(O)CC(C)(C)CC1=O,.,4
O=C1c2ccccc2C(=O)N1c1n[nH]c(CCc2ccccc2)n1,-6,2
Cn1c(SCc2ccccc2Cl)nc(C(F)(F)F)cc1=O,.,-5
COc1ccc2c3c(c(=O)oc2c1OCC(=O)C(C)(C)C)CCCC3,-3,.
# The results go on.
SMILES,RT RNaseH block,RmlC RmlD mix
CCCc1[nH]c(=O)c(C#N)c2c1CCCC2,.,-12
CN1CCN(C(=O)C2CCN(S(=O)(=O)c3cnc[nH]3)CC2)CC1,-19,4
CC1(C)C=C(c2ccc(O)cc2)CC(C)(C)N1,-2,-10
Cn1c(Cn2nnc(-c3ccccc3)n2)nnc1SCc1ccccc1Cl,.,5
Cn1c(SCc2ccc3c(c2)OCO3)nnc1-c1ccccc1,26,-14
CN(c1ccc(C(=O)Nc2ccccc2Sc2ccccc2)cc1)S(C)(=O)=O,.,-7
C=C(C)COc1ccc(-c2nc(N)ncc2-c2ccc(OC)cc2)c(O)c1,1,-8
O=C(Nc1ccccc1)N1CCN(c2ccccn2)CC1,.,8
CCC(Sc1nc(-c2ccccc2)cc(=O)[nH]1)C(=O)O (stereo not given),-6,4
COc1ccc(C(=O)/C=C(\C)Nc2ccc(NC(C)=O)cc2)cc1,.,-10
CC1(C)CC(=O)C(C=N)=C(O)C1,-4,-12
CCOc1ncccc1C(=O)OCC(=O)N1CC(=O)Nc2ccccc21,-40,-4
N#C/C(C(=O)c1ccccc1)=C1/SC=C(N)N1c1ccccc1,64*,-2
CCc1cc2c(N3CCN(c4nnc(CC)s4)CC3)ncnc2s1,-3,10
Nc1nnc(CC2=CCCCC2)s1,-12,-1
CC1(C)CC2CC(C)(CN2CC(=O)C(C#N)c2ccccc2)C1 (stereo not given),1,0
O=C1N[C@@H](Cc2ccccc2)C(=O)N1CCN1CCOCC1,.,-5
CCOc1ccc(-n2cc(C(=O)N3CCC(C)CC3)c3cc(OC)c(OC)cc3c2=O)cc1,6,-6
CCCCn1c2nc3ccccc3nc2c2c(=O)n(CCC(C)C)cnc21,9,6

# By substructure, the compounds so far containing an NH in an aromatic ring
SMILES,RT RNaseH block,RmlC RmlD mix
CC(C)[C@@]1(NC(=O)[C@@H]2C[C@@H]3c4cccc5[nH]cc(c45)C[C@H]3N(C)C2)O[C@@]2(O)[C@@H]3CCCN3C(=O)[C@H](Cc3ccccc3)N2C1=O,-29,-19
Cc1nc2cc3ccccc3cc2c(=O)[nH]1,.,11
O=C(NCC1CCCO1)c1sc(=S)n2c1[nH]c(=O)c1ccc(C(=O)N3CCCCC3)cc12 (stereo not given),-1,9
O=C(CSc1n[nH]c(-c2ccccc2)n1)Nc1ncc(Br)cc1Br,.,3
O=c1[nH]c(=O)n(Cc2ccccc2)c(O)c1C=NCCCn1ccnc1,-12,7
Cc1nc(SCC(=O)c2ccc(F)cc2)c([N+](=O)[O-])[nH]1,.,-92
CN(C)CCN=Cc1c(O)n(CCC2=CCCCC2)c(=O)[nH]c1=O,-8,-13
O=C(NCCCO)c1ccc2[nH]c3c(c2c1)CCCC3,.,-17
Cc1ccc(-n2c(O)c(C=NCCN3CCOCC3)c(=O)[nH]c2=O)cc1,4,.
O=c1[nH][nH]c(C(F)(F)F)c1C=NCc1cccc(Cl)c1,.,25
CCOC(=O)N1CCC(NC(=O)C2CCC(Cn3c(=O)[nH]c4ccccc4c3=O)CC2)CC1 (stereo not given),4,.
Cc1ccc(CCNC(=O)C2CCCN(S(=O)(=O)c3cnc[nH]3)C2)cc1 (stereo not given),-7,-12
O=C1c2ccccc2C(=O)N1c1n[nH]c(CCc2ccccc2)n1,-6,2
CCCc1[nH]c(=O)c(C#N)c2c1CCCC2,.,-12
CN1CCN(C(=O)C2CCN(S(=O)(=O)c3cnc[nH]3)CC2)CC1,-19,4
CCC(Sc1nc(-c2ccccc2)cc(=O)[nH]1)C(=O)O (stereo not given),-6,4
